Compound activity from PubChem.
HRas wt GTP bind: modulators of GTP binding to HRas wildtype, primary screen, biochemical, bead-based flow cytometry, multiplex. GTPase HRas (Homo sapiens), P01112. GST-Ras wt beads, Bodipy-FL-GTP binding; actives lie on both sides. GTP binding activity, % at 10 µM. 190,000 tested, 0.14% active;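 active = GTP binding activity at least 20% away from the 100% baseline, either lowered as inhibitor or raised as activator; inconclusive = flagged as likely green fluorescent, judged across all proteins in the well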;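 note: 0% = unlabeled GTP competition control and 100% = no-compound control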
Target sequence (P01112 whole entry, looked up): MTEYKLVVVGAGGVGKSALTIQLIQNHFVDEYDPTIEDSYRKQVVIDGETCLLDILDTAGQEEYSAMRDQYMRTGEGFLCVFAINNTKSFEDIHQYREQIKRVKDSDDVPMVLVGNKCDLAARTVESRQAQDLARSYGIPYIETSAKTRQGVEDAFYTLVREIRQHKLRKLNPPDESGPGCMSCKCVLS
Bim-Bcl-B: inhibitors of Bim-Bcl-B binding, primary screen, biochemical, multiplexed, human Bcl-2 family. inhibition, % at 10 µM. bead-based flow cytometry, Bim peptide-Bcl-B binding. 190,000 tested, 0.073% active. Bcl-2-like protein 10 (Homo sapiens), Q9HD36;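 note: 0% = tracer peptide without compound and 100% = reference inhibitor peptide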
Target sequence (Q9HD36 whole entry, looked up): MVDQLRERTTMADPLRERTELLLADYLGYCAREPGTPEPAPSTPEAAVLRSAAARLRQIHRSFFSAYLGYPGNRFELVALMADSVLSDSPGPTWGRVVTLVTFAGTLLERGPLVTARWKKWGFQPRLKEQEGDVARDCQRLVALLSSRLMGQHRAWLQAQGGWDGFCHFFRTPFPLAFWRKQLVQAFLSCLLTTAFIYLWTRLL
Rac1 mut GTP: GTP binding modulators of activated mutant Rac1, primary screen, biochemical, bead-based flow cytometry, multiplex, fluorescent GTP | Ras-related C3 botulinum toxin substrate 1 (Homo sapiens), P63000 | GST-Rac1 activated beads; actives lie on both sides; 100% means binding = to untreated wells | percent activity (GTP binding), % at 10 µM | 190,000 tested, 0.11% active;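 active = GTP binding at least 20 percentage points away from the 100% baseline, in either direction, so actives lie on both sides; inconclusive = Compound likely fluorescent itself, or too few beads counted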
Bim-Bfl-1: inhibitors of Bim binding to Bfl-1, primary screen, biochemical, multiplexed, bead-based flow cytometry. inhibition, % at 10 µM. Bcl-2-related protein A1 (Homo sapiens), Q16548. Bim-Bfl-1 binding inhibition. AID 1008, 2008. 190,000 tested, 0.12% active;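 note: 0% = wells without compound plus tracer and 100% = blocker peptide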
Rab7 wt GTP bind: modulators of GTP binding to Rab7, primary screen, biochemical, wildtype, multiplex bead flow cytometry | Rab7 GTPase wild type (dog), Bodipy-FL-GTP binding | GST-Rab7 beads, fluorescent GTP binding; actives lie on both sides; untreated = 100%, excess cold GTP = 0% | 190,000 tested, 0.055% active | GTP binding activity (percent of control), % at 10 µM;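 active = fluorescent GTP binding to Rab7 beads changed by at least 20 points from the 100% baseline, either direction, mostly lower; inconclusive = compound itself probably fluorescent, or too few beads counted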;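 note: median green fluorescence of bound Bodipy-FL-GTP per Rab7 bead population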
Bcl-W Bim block: inhibitors of Bim binding to Bcl-W, primary screen, biochemical, multiplexed, bead-based flow cytometry; Bcl-2-like protein 2 (Homo sapiens), Q92843; Bim peptide-Bcl-W binding; inhibition, % at 10 µM; 190,000 tested, 0.02% active; AID 952, 2007;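 note: 0% = bound tracer without compound and 100% = peptide blocker; higher means less fluorescent Bim peptide bound to Bcl-W beads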
Target sequence (Q92843 whole entry, looked up): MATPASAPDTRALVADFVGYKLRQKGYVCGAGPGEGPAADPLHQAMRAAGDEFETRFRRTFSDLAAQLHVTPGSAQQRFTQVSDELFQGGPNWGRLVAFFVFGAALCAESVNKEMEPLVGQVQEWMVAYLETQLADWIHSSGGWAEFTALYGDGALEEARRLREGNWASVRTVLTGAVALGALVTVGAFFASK
Bim-Bcl-2: inhibitors of Bim-Bcl-2 binding, primary screen, biochemical, multiplexed, human Bcl-2 family. Apoptosis regulator Bcl-2 (Homo sapiens), P10415. Bead-based flow cytometry, Bim peptide-Bcl-2 binding. inhibition, % at 10 µM. 190,000 tested, 0.06% active; in the data active = inhibition above about 40%; inconclusive = no clear call, values can overlap the other calls;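 note: 0% = no compound wells with probe peptide and 100% = reference peptide inhibitor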
Target sequence (P10415 whole entry, looked up): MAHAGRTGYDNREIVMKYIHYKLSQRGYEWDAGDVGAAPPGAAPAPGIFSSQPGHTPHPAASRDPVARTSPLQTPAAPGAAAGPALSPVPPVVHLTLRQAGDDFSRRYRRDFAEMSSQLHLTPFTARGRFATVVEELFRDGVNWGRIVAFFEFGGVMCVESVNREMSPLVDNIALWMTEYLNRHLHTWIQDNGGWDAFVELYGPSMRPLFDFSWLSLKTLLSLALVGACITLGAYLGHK
Bim-Bcl-XL: inhibitors of Bim-Bcl-XL binding, primary screen, biochemical, multiplexed, bead flow cytometry, human Bcl-XL; Bcl-2-like protein 1 (Homo sapiens), Q07817; Bim peptide-Bcl-XL binding, fluorescence; inhibition, % at 10 µM; 190,000 tested, 0.04% active; AID 1007, 2008
Rab2 wt GTP: modulators of GTP binding to Rab2A wildtype, primary screen, biochemical, dog, bead-based flow cytometry, multiplex; Ras-related protein Rab-2A (Canis lupus familiaris), P61105; GST-Rab2 wt beads, Bodipy-GTP binding; GTP binding activity, % at 10 µM; 190,000 tested, 0.19% active; AID 760, 2007;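 active = GTP binding activity at least 20 points away from 100%, either lowered or raised; inconclusive = signal likely due to the compound's own green fluorescence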;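 note: 0% = beads with excess unlabeled GTP and 100% = no-compound control corrected for plate trend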
Rac1 wt modul: wildtype Rac1 GTP binding modulators, primary screen, biochemical, GST-Rac1 beads, flow cytometry, multiplex | 190,000 tested, 0.27% active | fluorescent GTP binding; actives lie on both sides; 0 = cold GTP competed, 100 = untreated | GTP binding activity (% of control), % at 10 µM;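 active = GTP binding activity at least 20 points away from the 100% control level, either lower or higher; inconclusive = compound flagged as likely green fluorescent, judged across all proteins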
Cdc42 wt GTP: modulators of GTP binding to wildtype Cdc42, primary screen, biochemical, multiplex bead flow cytometry, Bodipy-GTP | Cell division control protein 42 homolog (Homo sapiens), P60953 | GST-Cdc42 beads; actives lie on both sides | 190,000 tested, 0.2% active | percent activity (GTP binding), % at 10 µM;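 active = percent activity GTP binding at least 20 points away from the 100% baseline, either down as inhibitor or up as activator; inconclusive = compound flagged as likely green fluorescent from well-wide comparison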;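 note: median bead fluorescence of bound Bodipy-FL-GTP at 100 nM; 0% = excess unlabeled GTP control and 100% = no compound control; below 100% means less GTP binding so inhibitor and above means activator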
Target sequence (P60953 whole entry, looked up): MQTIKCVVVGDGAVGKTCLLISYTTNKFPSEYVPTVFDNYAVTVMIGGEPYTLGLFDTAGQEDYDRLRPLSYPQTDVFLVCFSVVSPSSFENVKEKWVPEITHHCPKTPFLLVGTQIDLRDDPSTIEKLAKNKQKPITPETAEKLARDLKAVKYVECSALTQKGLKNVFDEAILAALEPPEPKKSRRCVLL
* hit, by the source's call; ? = inconclusive. Cut-off read from the data, not from the text of the source, unless noted: active = inhibition above about 40%. A portion of the library. The share of hits here may be higher or lower than overall.

SMILES	HRas wt GTP bind	Bim-Bcl-B	Rac1 mut GTP	Bim-Bfl-1	Rab7 wt GTP bind	Bcl-W Bim block	Bim-Bcl-2	Bim-Bcl-XL	Rab2 wt GTP	Rac1 wt modul	Cdc42 wt GTP
CC(C)CN1CCN(Cc2ccccc2C(F)(F)F)CC1CCO (stereo unspecified)	92.0	-2.0	96.0	-6.0	94.0	-2.0	-5.0	0.0	96.0	98.0	97.0
COc1cc(N2CCOCC2)ccc1/C=C1\C(=O)NC(=O)N(Cc2cccs2)C1=O	102.0	-1.0	98.0	-2.0	108.0	-4.0	0.0	-3.0	102.0	101.0	101.0
CC(=NCc1cccnc1)c1c(O)n(Cc2ccccc2)c(=O)[nH]c1=O	103.0	-2.0	102.0	2.0	98.0	-3.0	0.0	-7.0	101.0	104.0	102.0
CCn1c(C)c(C(=O)O)c2cc(OC)ccc21	100.0	-9.0	97.0	-20.0	102.0	-2.0	-14.0	-8.0	99.0	104.0	104.0
Cc1cccc(NC(=S)N2CC3CC(C2)c2cccc(=O)n2C3)c1C (stereo unspecified)	100.0	10.0	99.0	22.0	98.0	17.0	14.0	18.0	100.0	102.0	99.0
CNP(=O)(Oc1ccccc1)OC12CC3CC(CC(C3)C1)C2 (stereo unspecified)	95.0	3.0	94.0	-1.0	95.0	0.0	1.0	2.0	95.0	97.0	97.0
COc1cccc(OC)c1C(=O)Nc1nc(N)n(-c2ccccc2)n1	99.0	-1.0	97.0	-1.0	101.0	0.0	3.0	-3.0	102.0	102.0	102.0
Cc1cc(C)cc(N2C(=O)NC(=O)/C(=C\c3cccn3-c3ccc(Cl)cc3)C2=O)c1	95.0	-5.0	87.0	-18.0	94.0	-2.0	-6.0	-5.0	91.0	98.0	92.0
CN1C(=O)C(C2c3ccccc3C(=O)N2Cc2ccc([N+](=O)[O-])cc2)C(=O)N(C)C1=O (stereo unspecified)	100.0	-5.0	96.0	-1.0	96.0	0.0	0.0	-1.0	98.0	96.0	100.0
CC(C(=O)Nc1ccc(Br)cc1C(=O)c1ccccc1)N1CCOCC1 (stereo unspecified)	103.0	0.0	100.0	-2.0	105.0	-6.0	-6.0	-9.0	101.0	112.0	109.0
Cc1[nH]c2ccccc2c1C(=O)CN1CC=C(c2ccccc2)CC1	105.0	-10.0	100.0	2.0	103.0	-3.0	0.0	-6.0	103.0	106.0	101.0
CCOC(=O)c1c(-c2ccc(OC)cc2)oc2ccc(OC(=O)N(C)C)cc12	98.0	-1.0	96.0	-1.0	98.0	0.0	-3.0	0.0	95.0	99.0	100.0
C=C(C)c1cccc(C(C)(C)NC(=O)NC2CN3CCC2CC3)c1 (stereo unspecified)	100.0	-5.0	102.0	-13.0	102.0	3.0	-12.0	0.0	100.0	102.0	102.0
Cc1c(N=Nc2c(O)[nH]c(=S)[nH]c2=O)c(=O)n(-c2ccccc2)n1C	102.0	-14.0	98.0	-1.0	101.0	-5.0	-5.0	-3.0	100.0	105.0	104.0
COc1ccc(C(=O)C2CCCN(Cc3cnc(C)s3)C2)cc1OC (stereo unspecified)	97.0	-4.0	95.0	-5.0	103.0	-3.0	-2.0	-3.0	98.0	99.0	94.0
Cc1ccc(Cl)cc1N1CCN(CCN)CC1	101.0	-2.0	97.0	1.0	101.0	-1.0	-1.0	1.0	100.0	101.0	104.0
CCC(=O)CC(c1ccc([N+](=O)[O-])cc1)c1c(O)c2ccccc2oc1=O (stereo unspecified)	96.0	-3.0	95.0	-1.0	99.0	-3.0	1.0	0.0	92.0	94.0	96.0
CC(C)[C@@]1(NC(=O)[C@@H]2C[C@@H]3c4cccc5[nH]cc(c45)C[C@H]3N(C)C2)O[C@@]2(O)[C@@H]3CCCN3C(=O)[C@H](Cc3ccccc3)N2C1=O	100.0	-3.0	99.0	4.0	93.0	5.0	1.0	-1.0	100.0	105.0	104.0
O=c1[nH]c(=O)n(Cc2ccccc2)c(O)c1C=NCCCn1ccnc1	100.0	-4.0	97.0	-11.0	97.0	2.0	-7.0	0.0	98.0	100.0	100.0
CN(C)CCN=Cc1c(O)n(CCC2=CCCCC2)c(=O)[nH]c1=O	99.0	-7.0	98.0	-11.0	98.0	0.0	-9.0	-9.0	98.0	100.0	98.0
Cc1ccc(-n2c(O)c(C=NCCN3CCOCC3)c(=O)[nH]c2=O)cc1	99.0	-4.0	97.0	-11.0	96.0	1.0	-8.0	-8.0	96.0	103.0	98.0
COc1cccc(CN2CCCCC2c2cccnc2)c1 (stereo unspecified)	100.0	-4.0	99.0	-2.0	105.0	-1.0	-2.0	0.0	101.0	101.0	99.0
CP(C)(=O)CCC(=O)O	100.0	1.0	99.0	-2.0	101.0	0.0	0.0	-3.0	101.0	101.0	99.0
CCC(C)C12CN3CCN(CC(C)(C3)C1=O)C2 (stereo unspecified)	106.0	-5.0	99.0	-9.0	103.0	1.0	-5.0	-5.0	100.0	104.0	107.0
COc1ccc(NC2(C#N)CCCCC2)cc1	100.0	-12.0	95.0	-10.0	99.0	-2.0	-5.0	-6.0	97.0	101.0	96.0
O=P(Nc1cccc(Cl)c1)(Oc1ccccc1)Oc1ccccc1	97.0	0.0	94.0	-1.0	99.0	0.0	-4.0	0.0	97.0	96.0	93.0
N[C@@H](Cc1c[nH]c2ccccc12)c1nnc(SCc2ccccc2F)o1	100.0	-3.0	98.0	0.0	97.0	0.0	-4.0	-1.0	98.0	97.0	100.0
O=C1NC(=O)N(c2ccc(F)cc2)C(=O)/C1=C/c1ccc(N2CCOCC2)cc1	102.0	-2.0	98.0	0.0	104.0	0.0	-1.0	-2.0	101.0	101.0	100.0
CC(CN1CCOCC1)OC(=O)Cc1ccccc1 (stereo unspecified)	98.0	-6.0	96.0	-7.0	109.0	0.0	-5.0	-2.0	102.0	101.0	97.0
C=C1N2CCC(CC2)C1(O)c1ccc(C)c(C)c1 (stereo unspecified)	95.0	-3.0	92.0	-1.0	94.0	0.0	-18.0	-3.0	94.0	97.0	93.0

Overlap with the part before: 4 entries; new compounds follow.
SMILES	HRas wt GTP bind	Bim-Bcl-B	Rac1 mut GTP	Bim-Bfl-1	Rab7 wt GTP bind	Bcl-W Bim block	Bim-Bcl-2	Bim-Bcl-XL	Rab2 wt GTP	Rac1 wt modul	Cdc42 wt GTP
N[C@@H](Cc1c[nH]c2ccccc12)c1nnc(SCc2ccccc2F)o1	100.0	-3.0	98.0	0.0	97.0	0.0	-4.0	-1.0	98.0	97.0	100.0
O=C1NC(=O)N(c2ccc(F)cc2)C(=O)/C1=C/c1ccc(N2CCOCC2)cc1	102.0	-2.0	98.0	0.0	104.0	0.0	-1.0	-2.0	101.0	101.0	100.0
CC(CN1CCOCC1)OC(=O)Cc1ccccc1 (stereo unspecified)	98.0	-6.0	96.0	-7.0	109.0	0.0	-5.0	-2.0	102.0	101.0	97.0
C=C1N2CCC(CC2)C1(O)c1ccc(C)c(C)c1 (stereo unspecified)	95.0	-3.0	92.0	-1.0	94.0	0.0	-18.0	-3.0	94.0	97.0	93.0
NC(=O)Nc1ccc(C(=O)OCC(=O)Nc2ccc(Cl)cc2C(=O)c2ccccc2)cc1	101.0	-5.0	98.0	-3.0	102.0	-4.0	-3.0	-9.0	99.0	107.0	103.0
CC1=C(C(=O)N2CCC3(CC2)OCCO3)C2(CCC(C)CC2)OC1=O (stereo unspecified)	102.0	3.0	100.0	1.0	99.0	0.0	3.0	-2.0	103.0	101.0	102.0
COc1cc2c(C(=O)O)c(C)n(C)c2cc1Br	?	5.0	?	3.0	?	1.0	0.0	-1.0	?	?	?
C=CCOc1ccc(CC2C(=O)N(C)C(=O)N(C)C2=O)cc1	97.0	-8.0	95.0	-12.0	98.0	0.0	-4.0	-8.0	96.0	96.0	95.0
O=C(NCCN1CCCCC1)c1ccc(Cl)nc1Cl	99.0	0.0	96.0	-3.0	109.0	1.0	-1.0	0.0	100.0	100.0	99.0
Cc1ccc(-n2c(O)c(C=NCCC3=CCCCC3)c(=O)[nH]c2=O)cc1	100.0	-5.0	95.0	-8.0	104.0	-3.0	-5.0	-2.0	101.0	101.0	94.0
Cc1nc2c(-c3ccccc3)c(C)nn2c(C)c1CCC(=O)N1CCC2(CC1)OCCO2	96.0	-2.0	96.0	-3.0	91.0	-4.0	-1.0	-4.0	94.0	96.0	98.0
Cc1ccc(-c2nc3ccccc3c(=O)n2-c2ccccn2)cc1	101.0	-6.0	100.0	-14.0	97.0	-3.0	-6.0	-6.0	100.0	105.0	103.0
CCn1c(C)cc(/C=C2\C(=O)NC(=O)N(c3ccccc3C)C2=O)c1C	100.0	-2.0	96.0	-4.0	105.0	0.0	0.0	-1.0	99.0	100.0	94.0
CCn1ccnc1CN1CCCC(C(=O)c2cc(Cl)ccc2OC)C1 (stereo unspecified)	97.0	0.0	95.0	-3.0	98.0	0.0	0.0	0.0	95.0	101.0	97.0
CCOC(=O)C(=O)NC1CCSC1=O (stereo unspecified)	103.0	-4.0	99.0	-9.0	101.0	4.0	-1.0	-5.0	102.0	103.0	103.0
CCOC(=O)c1ccc(NC(=O)C2C3C=CC(O3)C2C(=O)O)cc1 (stereo unspecified)	106.0	-5.0	102.0	-13.0	105.0	4.0	-6.0	-1.0	105.0	110.0	107.0
Cc1ccc(C2=NN(CCC(=O)N3CCC4(CC3)OCCO4)C(=O)CC2)cc1	97.0	0.0	97.0	-6.0	103.0	0.0	-2.0	0.0	101.0	98.0	97.0
CCOC(=O)N(C)c1ccc(C(O)(C(=O)OC)C(F)(F)F)cc1 (stereo unspecified)	99.0	-10.0	99.0	3.0	102.0	0.0	1.0	0.0	100.0	105.0	102.0
CCCCCCN=Cc1c(O)n(C)c(=O)n(C)c1=O	101.0	2.0	98.0	0.0	99.0	0.0	1.0	2.0	100.0	101.0	102.0
Cc1ccc(Cn2nnnc2CN2CCC(n3nnc4cc(C)ccc43)CC2)cc1	99.0	-4.0	101.0	-10.0	99.0	2.0	-9.0	0.0	100.0	107.0	103.0
